Source: PubChem BioAssay (National Center for Advancing Translational Sciences (NCATS))
PI4K2A inh: qHTS for small molecular inhibitors of PI4K2A | actives 0.13% (n = 420,000) | purified PI4K2A, ADP-Glo luminescence, 1 h; hits give low values | activity change, negative = inhibition, % at 76.9 µM; in the data active = activity change below about -50%; inconclusive = mostly about -30% to -49%;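 also: -100% = wells without enzyme as full effect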
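Compounds are screened against recombinant PI4K2A using PI as substrate and ATP, the latter dispensed at 300 microM. Reactions run one hour at ambient temperature before ADP-Glo detection; full inhibition defined by wells lacking enzyme.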
HP1b chromo inh: HTS for Inhibitors of HP1-beta Chromodomain Interactions with Methylated Histone Tails | Chromobox protein homolog 1 (Homo sapiens), P83916 | AlphaScreen HP1-beta / biotin-H3K9me3 peptide binding | Potency, µM (series often up to 114 µM), for the others: at the highest dose activity change, negative = inhibition, hits mostly inhibitors | actives 0.56% (n = 390,000) | AID 540317, 2011; also: potency is read from the fitted curve at half-maximal effect; nearly all actives have a fitted effect of over 70% in size; inactives centre near 23
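HP1-beta protein (50 nM final) preincubated 30 min at room temperature with biotinylated H3(1-18)K9me3 peptide (50 nM) in PBS pH 7.4, 0.01% Tween-20, then compound added for 30 min. AlphaScreen streptavidin donor/nickel chelate acceptor beads (10 ug/mL final), 30 min dark, luminescence read.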
IDH1 R132H inh: qHTS for Inhibitors of mutant isocitrate dehydrogenase 1 (IDH1): qHTS. Potency, µM (doses to about 76.6 µM), for inactives: at the highest dose activity change, negative = inhibition, hits mostly inhibitors. actives 0.093% (n = 390,000). AID 602179, 2012. IDH1-R132H enzyme, NADPH consumption, diaphorase/resazurin fluorescence. Isocitrate dehydrogenase [NADP] cytoplasmic (Homo sapiens), O75874; also: potency is read from the fitted curve at half-maximal effect; % is scaled to controls: 0 for no effect and ±100 for the full control effect; nearly all actives have a fitted effect of over 65% in size
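IDH1-R132H (0.5 ug/mL dispensed) in pH 7.5 Tris buffer was preincubated 30 min with compound, then given a substrate mix of 0.016 mM NADPH and 2 mM alpha-KG for 80 min at room temperature; remaining NADPH was read by diaphorase/resazurin fluorescence.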
TrxR1 substrate: qHTS Assay for Substrates of Mammalian Selenoprotein Thioredoxin Reductase 1 (TrxR1): qHTS | Potency, µM (titrated, usually from 114 µM), for inactives: top-dose activity change, negative = substrate turnover | actives 0.01% (n = 390,000) | purified TrxR1 substrate turnover, NADPH consumption readout | AID 588456, 2011; also: potency is read from the fitted curve at half-maximal effect; % is scaled to controls: 0 for no effect and ±100 for the full control effect; nearly all actives have a fitted effect of over 50% in size
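Rat TrxR1, dispensed at 90 nM, was prereduced with 400 uM NADPH (final) for 5 min at ~22 deg C, then incubated with compound 15 min before 400 uM selenite. A first-read NADPH fluorescence drop versus no-compound background flagged substrates.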
GLS inh: qHTS for Inhibitors of Glutaminase (GLS). Glutaminase kidney isoform, mitochondrial (Homo sapiens), O94925. GLS enzymatic activity, qHTS titration. Potency, µM (highest dose often 45.5 µM), for the others: top-dose activity change, negative = inhibition, hits mostly inhibitors. actives 0.21% (n = 410,000). AID 624170, 2012; also: potency is read from the fitted curve at half-maximal effect; % is scaled to controls: 0 for no effect and ±100 for the full control effect
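Two-point fluorescence kinetic (t0, 30 min RT) for hKGA; glutamate detected via glutamate oxidase–HRP–Amplex Red. Substrate: 1 mM L-glutamine solution; buffer 45 mM KH2PO4, pH 8.2.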
Tb PGK inh: qHTS Assay to Find Inhibitors of Phosphoglycerate Kinase; Potency, µM (doses to about 57.5 µM), inactives show at the top dose activity change, negative = inhibition, actives largely listed as inhibitors; actives 0.043% (n = 380,000); PGK/GAPDH coupled, Kinase-Glo luminescence, 60 min; Phosphoglycerate kinase, glycosomal (Trypanosoma brucei brucei), P07378; also: potency is read from the fitted curve at half-maximal effect; % is scaled to controls: 0 for no effect and ±100 for the full control effect; nearly all actives have a fitted effect of over 60% in size
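Recombinant glycosomal PGK reaction used 1,3-bisphosphoglycerate generated in-well by GAPDH (100nM final) in 100mM TEA pH 7.6, 5mM MgCl2, 0.01% Tween-20. After 60 minutes at room temperature, ATP was read by Kinase-Glo Plus luminescence end-point.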
rTrxR1 inhibitor: qHTS Assay for Inhibitors of Mammalian Selenoprotein Thioredoxin Reductase 1 (TrxR1): qHTS; Thioredoxin reductase 1, cytoplasmic (Rattus norvegicus), O89049; recombinant rTrxR1, NADPH fluorescence consumption, selenite substrate; Potency, µM (highest dose often 114 µM), for the others: at the highest dose activity change, negative = inhibition, usual class: inhibitors; actives 1% (n = 390,000); also: potency is read from the fitted curve at half-maximal effect; % is scaled to controls: 0 for no effect and ±100 for the full control effect; nearly all actives have a fitted effect of over 65% in size
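Rat TrxR1 (90 nM in the dispensed reagent) was pre-reduced with 400 uM NADPH for 5 min at room temperature, then incubated with compound for 15 min. After 400 uM selenite was added, NADPH fluorescence (Ex 340/Em 450 nm) was followed for 8 min.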
Pin1 inhibitor: qHTS Assay to Find Inhibitors of Pin1. Pin1 FP peptide displacement, HiFluor488, 10 min. actives 0.009% (n = 390,000). Potency, µM (doses to about 115 µM), inactives show top-dose activity, negative = inhibition, usual class: inhibitors. Peptidyl-prolyl cis-trans isomerase NIMA-interacting 1 (Homo sapiens), Q13526; active = well fitted inhibition curve with a large enough effect in the polarisation, with a control signal flat, not every such curve was filed as active; inconclusive = small, poorly fitted or top-dose-only effect, or effect the other way, or a change in a side signal; inactive = no such curve, though single readings can be large or run the other way; the % refers to the polarisation; also: potency is read from the fitted curve at half-maximal effect; % is scaled to controls: 0 for no effect and ±100 for the full control effect
Target sequence (Q13526 whole entry, looked up): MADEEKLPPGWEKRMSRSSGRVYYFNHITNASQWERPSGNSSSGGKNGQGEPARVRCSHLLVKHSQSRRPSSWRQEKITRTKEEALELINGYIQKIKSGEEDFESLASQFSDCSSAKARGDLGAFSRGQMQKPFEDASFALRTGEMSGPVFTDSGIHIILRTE
USP1-UAF1 inh: Inhibitors of USP1/UAF1: Primary Screen. actives 0.23% (n = 390,000). AID 743255, 2014. Potency, µM (doses to about 57.1 µM), for the others: at the highest dose activity change, negative = inhibition, most hits filed as inhibitors. recombinant USP1/UAF1, Ub-Rhodamine cleavage fluorescence; also: potency is read from the fitted curve at half-maximal effect; % is scaled to controls: 0 for no effect and ±100 for the full control effect; nearly all actives have a fitted effect of over 60% in size; inactives centre near -12
Target sequence (O94782 whole entry, looked up): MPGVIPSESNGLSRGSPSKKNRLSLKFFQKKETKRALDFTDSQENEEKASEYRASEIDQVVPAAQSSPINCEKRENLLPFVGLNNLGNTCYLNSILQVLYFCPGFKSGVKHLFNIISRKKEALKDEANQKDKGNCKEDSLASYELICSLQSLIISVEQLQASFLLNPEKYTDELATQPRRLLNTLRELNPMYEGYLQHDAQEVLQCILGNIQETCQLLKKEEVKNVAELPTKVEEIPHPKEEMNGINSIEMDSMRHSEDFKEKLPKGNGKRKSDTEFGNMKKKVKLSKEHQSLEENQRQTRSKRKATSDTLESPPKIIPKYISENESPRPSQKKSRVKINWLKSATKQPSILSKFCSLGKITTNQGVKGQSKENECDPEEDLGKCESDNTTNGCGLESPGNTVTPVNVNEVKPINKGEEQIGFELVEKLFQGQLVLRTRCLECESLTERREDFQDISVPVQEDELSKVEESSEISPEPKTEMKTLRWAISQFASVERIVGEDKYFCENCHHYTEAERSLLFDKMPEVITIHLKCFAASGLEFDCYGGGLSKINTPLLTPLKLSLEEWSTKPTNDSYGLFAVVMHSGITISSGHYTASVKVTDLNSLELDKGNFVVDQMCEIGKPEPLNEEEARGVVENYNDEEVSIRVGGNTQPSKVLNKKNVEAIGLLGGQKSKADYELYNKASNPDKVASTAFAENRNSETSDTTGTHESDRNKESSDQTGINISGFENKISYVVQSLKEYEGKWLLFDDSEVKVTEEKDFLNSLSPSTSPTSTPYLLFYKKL
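Step one: compound is pinned into 1nM USP1/UAF1 in HEPES pH 7.8 buffer with TCEP. Step two: 15 min room-temperature incubation. Step three: Ub-Rho (150nM final) starts cleavage, tracked by fluorescence over six one-minute reads.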
* marks the source's active call; other numbers are inactive results; i = inactive; ? = inconclusive; / = no result given; [ ] = another dose, or the depositor's remark. Unless noted, calls follow the shape of the dose curve; as a rule, active = well fitted curve in the direction sought with a large enough effect; inconclusive = small, poorly fitted or top-dose-only effect, or another doubt; inactive = no such curve, though single readings can be large; an effect the other way counts as inactive or inconclusive.

SMILES | PI4K2A inh | HP1b chromo inh | IDH1 R132H inh | TrxR1 substrate | GLS inh | Tb PGK inh | rTrxR1 inhibitor | Pin1 inhibitor | USP1-UAF1 inh
O=C(CSc1n[nH]c(-c2ccncc2)n1)Nc1ccc(F)cc1 | -3 | 28% | 3% | 1% | -9% | -3% | 21% | 0% | -13%
O=C(NCc1ccco1)c1ccc(COCC(F)(F)F)cc1 | 0 | 19% | 0% | 4% | -2% | 0% | 24% | 0% | 7%
N/C(=N\N=C\c1ccc2c(c1)OCO2)c1nonc1N | -20 | 26% | -3% | -7% | -2% | -14% | 19% | 6% | -9%
O=C(c1ccc([N+](=O)[O-])cc1)N1CCN(c2ccc(Nc3ccccc3)nn2)CC1 | 5 | 32% | -8% | 5%[57.1 µM] | 9% | 9% | 14%[57.1 µM] | -2% | -15%
O=C(COc1ccc(S(=O)(=O)N2CCOCC2)cc1)Nc1ccc(Br)cc1 | 3 | 22% | 11% | -4% | 4% | -1% | 23% | 3% | -21%
COc1ccc(C2(C(=O)NCC3CCCO3)CCOCC2)cc1 (centres undefined) | 3 | 15% | 5% | 0% | 1% | -4% | 7%[57.1 µM] | -1% | -18%
CC(C)N(C(=O)CSc1ncnc2sc(-c3ccccc3)cc12)C(C)C | -3 | 51%[activator] | 1% | 19% | 7% | -3% | 34% | ? | -20%
COc1cc(OC)cc(OCC(O)Cn2cnc3cc(C)c(C)cc32)c1 (centres undefined) | -3 | 26% | -3% | -8% | 3% | -3% | -21% | -4% | -19%
COc1cc(/C=C/C(=O)O)cc(S(=O)(=O)NCC2CCCO2)c1OC (centres undefined) | -1 | 33% | -7% | 15% | 2% | 0% | 3% | 8% | ?
Cc1ccc(S(=O)(=O)NCCN2CCOCC2)s1 | -2 | 26% | 29% | 4% | 1% | -6% | 26% | -9% | -23%
Cc1cccc(N2CCN(C(=O)CCCn3ncn4c(cc5occc54)c3=O)CC2)c1C | 3 | 24% | 9% | 3% | 6% | -3% | 8% | -11% | -24%
CC(NS(=O)(=O)c1cc(C(F)(F)F)ccc1Cl)C(=O)N(C)C1CCN(C)CC1 (centres undefined) | -3 | 35% | 2% | -3% | 1% | -4% | -4% | 3% | -18%
CCn1nnc(NC(=O)c2cc(Cl)c(OC)c(Cl)c2)n1 | 1 | 12% | -1% | -7% | 14% | -2% | -5% | -4% | -8%
Cc1ccc(NC(=O)/C(=C/C=C/c2ccccc2)NC(=O)c2ccccc2)cc1 | -4 | 21% | -1% | -15% | -1% | 4% | -18% | 21% | -14%
O=C(c1cccc([N+](=O)[O-])c1)N1CCN(Cc2ccccc2)CC1 | 5 | 18% | 0% | -10% | -4% | i | -1% | -8% | -12%
CCN(CC)CCOC(=O)/C=C/c1ccccc1 | -2 | 23% | 6% | -2% | 2% | -5% | 13% | 2% | 5%
O=C1C2C3C=CC(C3)C2C(=O)N1c1ccc(N2CCN(c3ccccn3)CC2)c([N+](=O)[O-])c1 (centres undefined) | -1 | -6% | 17% | -6% | -6% | i | 8% | 0% | ?
CCn1c2ccccc2c2cc(NC(=O)c3ccc(Br)o3)ccc21 | 2 | ? | 7% | 8%[57.1 µM] | -26% | -7% | 18µM* | ? | -12%
CC1CCCN(C(=O)Cn2nnc(-c3ccc(F)cc3)n2)C1 (centres undefined) | -1 | 2% | 3% | -2%[57.1 µM] | 1% | -3% | 1%[57.1 µM] | -2% | -5%
O=C(Cn1nnc(-c2ccccc2Cl)n1)N1CCCCC1 | 6 | 42%[activator] | -4% | 3% | -5% | -2% | 20% | -8% | -23%

Rewritten with tabs: entries from further up
compound	PI4K2A inh	HP1b chromo inh	IDH1 R132H inh	TrxR1 substrate	GLS inh	Tb PGK inh	rTrxR1 inhibitor	Pin1 inhibitor	USP1-UAF1 inh
COc1ccc(C2(C(=O)NCC3CCCO3)CCOCC2)cc1 (centres undefined)	3	15%	5%	0%	1%	-4%	7%[57.1 µM]	-1%	-18%
CC(C)N(C(=O)CSc1ncnc2sc(-c3ccccc3)cc12)C(C)C	-3	51%[activator]	1%	19%	7%	-3%	34%	?	-20%

(further entries)
SMILES | PI4K2A inh | HP1b chromo inh | IDH1 R132H inh | TrxR1 substrate | GLS inh | Tb PGK inh | rTrxR1 inhibitor | Pin1 inhibitor | USP1-UAF1 inh
O=C(COC(=O)c1cc(=O)[nH]c2ccccc12)NC(=O)c1ccccc1 | 1 | 12% | -1% | 3%[57.1 µM] | -4% | i | 9%[57.1 µM] | ? | -21%
COc1ccc(CN(CC2CCCO2)C(=O)CN2C(=O)COc3ccccc32)cc1OC (centres undefined) | 1 | 52%[activator] | 2% | -3% | -1% | -6% | 3% | -15% | -5%
O=C(/C=C/c1cn(CC(O)CN2CCCCC2)c2ccccc12)c1cccs1 (centres undefined) | 6 | -16% | 5% | -13% | 11% | -8% | -38% | ? | -15%
COC(=O)c1sccc1NC(=S)Nc1ccccc1 | -5 | 12% | 8% | -8% | -3% | -8% | ? | 12% | -17%
O=C(COC(=O)c1ccc2ccccc2c1)Nc1ncc(C(F)(F)F)cc1Cl | 1 | 18% | -2% | 7% | 19% | 8% | 1% | 7% | -12%
CSc1ccc(C2C(C#N)=C(N)Oc3c2ccc(=O)c2c(C)oc(C)c32)cc1 (centres undefined) | -13 | ? | -21% | -14% | -13% | -8% | -71% | 81%[activator] | ?
O=C1CCCN1CCC1CCCCN1Cc1nc(COc2ccccc2)no1 (centres undefined) | 4 | 38%[57 µM] | 7% | 6% | 4% | -6% | 12% | -2% | -15%
Cc1ccc(C(=O)Nc2ccc(CN3CCS(=O)(=O)CC3)cc2)cc1C | 0 | 4% | 21% | 5%[57.1 µM] | 2% | i | 4%[57.1 µM] | -1% | 3%
O=c1cc(-c2ccccc2)nc2c(-c3ccccc3)c(C(F)(F)F)[nH]n12 | -19 | 84%[activator] | -5% | 262%[activator][57.1 µM] | 37%[activator] | -15% | 5%[57.1 µM] | ? | -23%
O=C(Nc1nnc(CCc2ccccc2)s1)c1ccco1 | 8 | 8% | -6% | 2%[57.1 µM] | 4% | -8% | -5%[57.1 µM] | -3% | -16%
COc1ccc(CSC2=C(C#N)C(=O)NC3(CCCCC3)S2)cc1 | -4 | / | 4% | / | 5% | i | / | / | ?
Cc1ccsc1/C=N/NC(=O)CO | 0 | 29% | 4% | -5% | -6% | -1% | 9% | -3% | -13%
COC(=O)CCC(NC(=O)c1cc(-c2ccc3c(c2)OCCO3)oc1C)C(=O)OC (centres undefined) | 9 | -4% | 5% | -4% | 0% | -6% | -27% | 5% | -13%
CCOC(=O)c1cccc(NC(=O)Cn2c(=O)c3cccn3c3ccccc32)c1 | -5 | 55%[activator] | 12% | -3%[11.4 µM] | 8% | -10% | 1% | 38%[activator] | 7%
C[C@@H]1CCCCO[C@H](CN(C)C(=O)Cc2ccccc2)[C@@H](C)CN([C@H](C)CO)C(=O)c2cc(N(C)C)ccc2O1 | -1 | / | 24% | / | -5% | -2% | / | / | -8%
O=C(CSc1ccccc1C(=O)O)c1ccc([N+](=O)[O-])cc1 | 0 | ? | 2% | -7% | ? | / | -16% | 1% | -14%

Of the compounds above, six have an aryl methoxy group.
SMILES | PI4K2A inh | HP1b chromo inh | IDH1 R132H inh | TrxR1 substrate | GLS inh | Tb PGK inh | rTrxR1 inhibitor | Pin1 inhibitor | USP1-UAF1 inh
COc1ccc(C2(C(=O)NCC3CCCO3)CCOCC2)cc1 (centres undefined) | 3 | 15% | 5% | 0% | 1% | -4% | 7%[57.1 µM] | -1% | -18%
COc1cc(OC)cc(OCC(O)Cn2cnc3cc(C)c(C)cc32)c1 (centres undefined) | -3 | 26% | -3% | -8% | 3% | -3% | -21% | -4% | -19%
COc1cc(/C=C/C(=O)O)cc(S(=O)(=O)NCC2CCCO2)c1OC (centres undefined) | -1 | 33% | -7% | 15% | 2% | 0% | 3% | 8% | ?
CCn1nnc(NC(=O)c2cc(Cl)c(OC)c(Cl)c2)n1 | 1 | 12% | -1% | -7% | 14% | -2% | -5% | -4% | -8%
COc1ccc(CN(CC2CCCO2)C(=O)CN2C(=O)COc3ccccc32)cc1OC (centres undefined) | 1 | 52%[activator] | 2% | -3% | -1% | -6% | 3% | -15% | -5%
COc1ccc(CSC2=C(C#N)C(=O)NC3(CCCCC3)S2)cc1 | -4 | / | 4% | / | 5% | i | / | / | ?

Only part of the results is shown; count on the stated rates, not on these rows.
